Screening results from PubChem BioAssay.
Wee1 stabilizer – inhibitors of human Wee1 degradation | P30291 | HeLa Luc-Wee1K328M stability, luciferase luminescence; 100% = proteasome inhibitor MG132 effect | reporter increase, % at 5 µM | 1.2% of 220,000 active | AID 1321;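 active = activation above the mean of all tested compounds plus 3 SD, set per screening run, cut at about 8.8% in these data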;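 note: cells exposed to compound for 20 h before luminescence read; 0% = DMSO alone and 100% = MG132 at 30 µM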
MDM2 E3 inh – Mdm2 E3 ligase (human) inhibition. AID 1230. cell-based MDM2 ubiquitination luciferase reporter, 2 h; 0 = plate control, 100 = twice control, blank-subtracted. signal enhancement, % at 5 µM. 0.11% of 210,000 active;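 active = signal enhancement of 30% or more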;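 note: luminescence tracks abundance of the self-degrading MDM2-luciferase fusion protein; higher signal means inhibition of MDM2 E3 ligase activity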
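test system = mammalian cells stably expressing self-ubiquitinating, self-degrading MDM2 E3–luciferase fusion | quantity = 2000 cells/well | incubation = cell settling 4 h, compound treatment 2 h, both 37 °C | signal = luminescence with SteadyLite reagent, 15 min at room temperature | evaluation = % enhancement relative to plate controls after blank subtraction | benchmarks = plate controls and plate blanks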
eIF4E-4G inh – eIF4E/eIF4G interaction inhibition in translation initiation; inhibition, % at 21.7 µM; P63073+Q04637; 0.37% of 220,000 active; TR-FRET eIF4E-eIF4GI(517-606) binding, 2 h;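 active = inhibition above about 30%, limit read from the data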;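 note: 0% = full FRET control wells and 100% = background wells lacking eIF4GI fragment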
p97 inhibitor – inhibitors of human p97 ATPase; recombinant p97 ATPase, Kinase-Glo ATP luminescence, 3 h; inhibition, % at 8 µM; 0.42% of 220,000 active; AID 1481; in the data active = inhibition above about 15%;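 note: 0% = DMSO vehicle and 100% = wells lacking enzyme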
Rad51 HR inh – Rad51 (human) homologous recombination inhibition; Q06609; hRad51 DNA strand exchange, fluorescence dequenching; inhibition, % at 10 µM; 0.085% of 200,000 active; AID 1385;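 active = inhibition above 40% at the single screening dose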;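 note: 0% = DMSO control wells and 100% = blanks with heterologous ssDNA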
Target sequence (Q06609 whole entry, looked up): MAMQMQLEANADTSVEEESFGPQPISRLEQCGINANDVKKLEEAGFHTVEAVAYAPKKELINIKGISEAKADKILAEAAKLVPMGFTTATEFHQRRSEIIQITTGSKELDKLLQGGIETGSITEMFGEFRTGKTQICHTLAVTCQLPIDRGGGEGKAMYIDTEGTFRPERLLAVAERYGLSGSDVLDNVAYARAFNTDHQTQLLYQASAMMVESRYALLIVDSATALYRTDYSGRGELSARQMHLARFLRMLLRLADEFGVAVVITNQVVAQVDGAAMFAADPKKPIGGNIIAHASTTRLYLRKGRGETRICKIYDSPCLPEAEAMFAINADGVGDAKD
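material = hRad51 filaments on single-stranded DNA | reagent = Donor/quencher-labelled 47-bp dsDNA substrate | compound = 10 µM final, single point | schedule = strand-exchange reaction 15 min at room temperature | measured by = fluorescein emission 520 nm, excitation 485 nm | read-out basis = % inhibition versus plate control and blank means | benchmarks = plate controls and plate blanks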
FXIIa inh 1536 – blocks human coagulation factor XIIa protease activity; P00748; purified FXIIa, Boc-QGR-AMC fluorogenic substrate, 2 h; inhibition, % at 5 µM; 0.3% of 220,000 active; AID 800; in the data active = inhibition above about 40%;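 note: 0% = enzyme with no compound and 100% = blank without enzyme; many of its hits are not listed in these tables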
14-3-3 Bad inh – disrupts binding of bovine 14-3-3 zeta to phospho-Bad peptide. P63103. TR-FRET 14-3-3zeta/Dy647-pBad peptide displacement, 1 h. inhibition, % at 21.7 µM. 0.71% of 220,000 active. AID 781;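 active = inhibition above about 70%, limit read from the data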;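 note: 0% = full 14-3-3 plus peptide FRET controls and 100% = background without 14-3-3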
hK5 inh – inhibitors of human kallikrein 5. recombinant hK5, fluorogenic AMC substrate cleavage. inhibition, % at 5 µM. AID 873. Q9Y337. 0.59% of 210,000 active;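 active = inhibition of 40% or more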;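 note: 0% = enzyme controls without compound and 100% = no-enzyme blanks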
FXIa inh 1536 – inhibitors of human coagulation factor XIa; P03951; purified FXIa, Boc-Glu-Ala-Arg-AMC fluorogenic substrate; inhibition, % at 5 µM; 0.14% of 220,000 active;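 active = inhibition of at least 40%; inactive = inhibition below 40%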;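 note: fluorescence of freed AMC excited at 355 nm; 0% = enzyme without compound and 100% = no enzyme blank; many of its hits are not listed in these tables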
Target sequence (P03951 19-387 limits assumed): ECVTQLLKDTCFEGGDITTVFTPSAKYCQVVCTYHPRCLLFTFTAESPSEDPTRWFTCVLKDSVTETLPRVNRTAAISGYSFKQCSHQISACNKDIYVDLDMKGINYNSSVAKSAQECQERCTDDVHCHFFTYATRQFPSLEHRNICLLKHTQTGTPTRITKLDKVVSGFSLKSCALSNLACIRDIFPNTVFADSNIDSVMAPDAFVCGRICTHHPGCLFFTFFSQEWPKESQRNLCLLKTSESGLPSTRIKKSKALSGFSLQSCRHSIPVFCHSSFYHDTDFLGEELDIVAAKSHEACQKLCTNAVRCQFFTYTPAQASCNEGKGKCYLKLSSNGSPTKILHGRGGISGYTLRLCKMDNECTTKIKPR
Target sequence (P03951 388-625 limits assumed): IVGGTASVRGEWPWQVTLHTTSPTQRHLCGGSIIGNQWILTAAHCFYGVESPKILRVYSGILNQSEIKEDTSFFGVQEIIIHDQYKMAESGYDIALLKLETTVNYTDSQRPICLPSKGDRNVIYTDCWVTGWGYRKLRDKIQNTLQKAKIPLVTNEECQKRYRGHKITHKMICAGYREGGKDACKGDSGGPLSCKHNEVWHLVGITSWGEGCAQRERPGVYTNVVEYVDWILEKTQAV
An asterisk follows results filed as active; · = no result given; [ ] = remark or other dose.

FXIIa inh 1536	Wee1 stabilizer	FXIa inh 1536	p97 inhibitor	Rad51 HR inh	MDM2 E3 inh	14-3-3 Bad inh	eIF4E-4G inh	hK5 inh	structure
7.7	0.2	-3.3	0.6	·	-12.4	-13.5	-1.6	·	CCn1ccnc1[C@@H]1C[C@H]2CN(Cc3ccccc3OC)C(=O)[C@]23CCCN13
10.6	-1.3	-1.2	4.3	4.7	2.2	-2.0	-3.3	4.2	CC(CCc1ccccc1)NC(=O)CN1C(=O)NC2(CCCCC2)C1=O (stereo not drawn)
3.8	1.4	-5.0	-8.5	-34.4	0.3	-10.7	0.9	0.1	O=C(COc1ccccc1[N+](=O)[O-])Nc1ccccc1N1CCCC1
2.9	-2.6	-5.6	2.1	45.5*	·	10.7	-10.4	-2.5	O=C(O)/C=C/c1cn(Cc2ccccc2)nc1-c1cccnc1
-2.3	4.1	-8.2	-7.2	-10.2	-5.4	4.3	-9.4[fluorescence artefact?]	-5.7	CCOc1ccc(/C=N/NC(=O)c2cc(-c3ccco3)nc3ccccc23)cc1
·	1.9	-3.9	-1.6	8.6	-5.7	-4.8	2.8	-0.2	COc1cccc(CSc2nnnn2-c2ccc(O)cc2)c1
7.8	-2.6	0.1	10.8	·	-0.3	-10.2	-1.3	2.9	Cc1cccc(NC(=O)Cc2nnc(NC(=O)Nc3ccccc3F)s2)c1
0.6	7.3	0.6	9.4	5.4	-7.2	6.6[fluorescence artefact?]	-1.5[fluorescence artefact?]	-9.1	C=CCN(CC(=O)NCC1CCCO1)C(=O)CCC(=O)Nc1cc(C)on1 (stereo not drawn)
8.5	-0.7	3.3	-5.6	9.8	0.9	0.6	0.7	3.1	COc1ccc(CCNC(=O)CCS(=O)(=O)c2ccc(C)cc2)cc1OC
6.4	-3.3	-2.9	4.7	6.4	0.1	-1.3	2.0	2.1	O=C(N/N=C/c1cccn1-c1ccc([N+](=O)[O-])cc1)C(O)c1ccccc1 (stereo not drawn)

Continuation:
FXIIa inh 1536	Wee1 stabilizer	FXIa inh 1536	p97 inhibitor	Rad51 HR inh	MDM2 E3 inh	14-3-3 Bad inh	eIF4E-4G inh	hK5 inh	structure
23.9	-2.7	21.9	2.9	·	-13.0	2.5	-3.1	0.6	CN(C)c1nc2n(c(=O)n1)CCO2
5.0	-0.5	-6.8	6.6	-0.2	-0.9	-13.2	-7.5	-2.5	Fc1ccccc1NC(=S)Nc1cccc2cnccc12
1.3	2.5	0.6	2.9	·	-10.4	0.1	0.4	-1.5	CCOC(=O)c1c(SC)[nH]c2c(Cl)cccc2c1=O
17.9	-1.7	1.9	-4.6	-6.0	3.2	-10.6	6.2	-2.1	CC(C)N1C(=O)C2C(C(=O)NCc3ccccc3)C3C=CC2(O3)C1C(=O)NC(C)(C)C (stereo not drawn)
12.8	0.8	-4.0	0.2	-1.2	-4.7	-10.3[fluorescence artefact?]	-2.2	7.1	C/C(=N/N1CCN(c2ccccn2)CC1)c1cccc([N+](=O)[O-])c1
0.8	0.2	-14.1	-0.3	30.6	-9.1	6.2	-14.4	-15.6	CCCCc1nc(SCC(=O)Nc2ccc(S(N)(=O)=O)cc2)n[nH]1
8.0	4.7	8.6	-0.2	·	·	3.9	8.3[fluorescence artefact?]	-16.5	O=[N+]([O-])c1cccc2ccc(/C=C/c3cccc(Br)c3)nc12
13.6	0.0	2.3	-3.6	1.3	-5.7	12.8	-4.0	1.2	CC1CC(C)CN(c2ncc3c(n2)CC(c2ccccc2Cl)CC3=O)C1 (stereo not drawn)
14.6	3.8	4.9	-0.5	-6.2	9.1	6.7	0.8	-26.4	COc1ccc(Cn2nnnc2C(c2ccccc2)N2CCN(C3CCCC3)CC2)cc1 (stereo not drawn)
8.0	-1.0	0.1	-2.6	-7.7	-19.4	-7.3	0.5	11.6	FC(F)(F)c1ccccc1NC(=S)N/N=C1\CC2CC=CC12 (stereo not drawn)

Following part.
FXIIa inh 1536	Wee1 stabilizer	FXIa inh 1536	p97 inhibitor	Rad51 HR inh	MDM2 E3 inh	14-3-3 Bad inh	eIF4E-4G inh	hK5 inh	structure
16.5	1.0	5.3	4.2	-7.8	-5.5	-8.1	1.4	-11.1	C/C(Cl)=C/Cn1c(NCCCn2ccnc2)nc2c1c(=O)[nH]c(=O)n2C
7.9	0.1	-0.9	3.0	11.1	-4.8	2.5	-1.1	-1.7	CC(C)C(NS(=O)(=O)c1cccc(C(F)(F)F)c1)C(=O)O (stereo not drawn)
14.9	-0.8	11.3	-1.6	21.9	-5.8	-2.7[fluorescence artefact?]	-3.9	8.1	CCN1C(=O)CC2(C[N+]3(C)CCC2CC3)C1=O (stereo not drawn)
17.2	0.3	7.3	6.5	11.9	11.8	-7.5[fluorescence artefact?]	6.1[fluorescence artefact?]	-6.0	Cc1c(C(=O)NCCN2C(=O)S/C(=C\c3cccs3)C2=O)cccc1[N+](=O)[O-]
14.6	2.5	8.1	-3.4	3.5	-7.6	-11.9	6.8	-6.3	COc1ccc(N(CC(=O)NCCSC2CCCCC2)S(C)(=O)=O)c(OC)c1
5.5	-2.6	-5.8	-5.5	-0.2	-15.5	5.1	1.1	24.2	O=C(C1CCN(S(=O)(=O)c2cccc3nsnc23)CC1)N1CCCc2ccccc21
11.9	1.7	-0.4	8.7	3.0	-16.8	-0.6	-0.8[fluorescence artefact?]	-9.5	O=[N+]([O-])c1ccc(N2CCN(CCO)CC2)c2ncccc12
2.3	4.5	-10.4	1.4	-7.5	-28.7	-8.9	1.0	-10.6	COc1cccc(NS(=O)(=O)c2ccc(S(=O)(=O)N3CCOCC3)cc2)c1
26.0	-1.7	21.8	2.3	3.5	-11.7	-3.0	-2.0[fluorescence artefact?]	5.6	Cc1nnc2sc(-c3ccc(NC(=O)CSc4ccc(Cl)cc4)cc3)nn12
0.8	-1.1	1.7	0.0	-0.4	·	0.9	-7.5	0.5	Cc1cccc2c1-c1sc(C(=O)Nc3ccccc3N3CCN(C)CC3)cc1CO2

More structures.
FXIIa inh 1536	Wee1 stabilizer	FXIa inh 1536	p97 inhibitor	Rad51 HR inh	MDM2 E3 inh	14-3-3 Bad inh	eIF4E-4G inh	hK5 inh	structure
5.1	-2.0	5.3	8.7	12.0	-8.9	-1.6	-0.1	-5.4	Cn1c(=O)c2c(Nc3ccc(F)cc3)cc(=O)n(-c3ccccc3)c2n(C)c1=O
2.6	2.5	-3.6	-3.8	1.2	-1.2	-7.8	-4.2[fluorescence artefact?]	-18.8	CC(=O)NS(=O)(=O)c1ccc(NC(=O)CN2C(=O)C3C4C=CC(C4)C3C2=O)cc1 (stereo not drawn)
14.8	3.6	4.5	1.2	1.2	-8.4	-13.7	10.2[fluorescence artefact?]	-1.0	CCOCCCN(C(=O)Cn1nnc2ccccc21)C(C(=O)NCc1ccco1)c1ccncc1 (stereo not drawn)
2.6	4.3	-2.7	1.7	3.7	0.3	-3.8	20.2	-16.0	CCN1C(=O)N/C(=C/c2ccc(C)o2)C1=O
8.2	0.5	0.9	3.1	1.0	-5.8	10.2[fluorescence artefact?]	3.5[fluorescence artefact?]	-5.6	COc1ccc(S(=O)(=O)NC(C)(C)C)cc1-c1nnc2c3ccccc3c(C)nn12
-1.4	3.9	-4.8	0.0	-3.3	-21.7	-7.5	-4.6	-3.5	COCCN(Cc1cc2cc(C)c(C)cc2nc1Cl)C(=O)N1CCOCC1
12.6	1.4	2.1	0.5	-4.7	-7.5	-9.1[fluorescence artefact?]	-7.2[fluorescence artefact?]	-18.2	O=C(Nc1cccc(-c2nc3ncccc3o2)c1)c1ccco1
-0.4	-1.4	-8.9	0.5	7.9	-2.5	-14.4	11.9	-24.2	COc1ccccc1N1C(=O)C2C3CC(c4ccccc4)C(C3)C2C1=O (stereo not drawn)
14.0	5.2	5.4	-0.3	-5.8	-2.5	-6.8[fluorescence artefact?]	8.5[fluorescence artefact?]	-10.9	Nc1nn(-c2ccccc2)c(N)c1N=Nc1ccccc1
0.1	1.7	-1.6	0.9	-44.7	-24.1	-8.0	-4.0	-3.2	COc1cc(COCC(O)CN2CCc3ccccc3C2)cc(OC)c1OC (stereo not drawn)

5 compounds from above, sorted by the number in p97 inhibitor, descending:
FXIIa inh 1536	Wee1 stabilizer	FXIa inh 1536	p97 inhibitor	Rad51 HR inh	MDM2 E3 inh	14-3-3 Bad inh	eIF4E-4G inh	hK5 inh	structure
0.6	7.3	0.6	9.4	5.4	-7.2	6.6[fluorescence artefact?]	-1.5[fluorescence artefact?]	-9.1	C=CCN(CC(=O)NCC1CCCO1)C(=O)CCC(=O)Nc1cc(C)on1 (stereo not drawn)
5.1	-2.0	5.3	8.7	12.0	-8.9	-1.6	-0.1	-5.4	Cn1c(=O)c2c(Nc3ccc(F)cc3)cc(=O)n(-c3ccccc3)c2n(C)c1=O
17.2	0.3	7.3	6.5	11.9	11.8	-7.5[fluorescence artefact?]	6.1[fluorescence artefact?]	-6.0	Cc1c(C(=O)NCCN2C(=O)S/C(=C\c3cccs3)C2=O)cccc1[N+](=O)[O-]
26.0	-1.7	21.8	2.3	3.5	-11.7	-3.0	-2.0[fluorescence artefact?]	5.6	Cc1nnc2sc(-c3ccc(NC(=O)CSc4ccc(Cl)cc4)cc3)nn12
2.3	4.5	-10.4	1.4	-7.5	-28.7	-8.9	1.0	-10.6	COc1cccc(NS(=O)(=O)c2ccc(S(=O)(=O)N3CCOCC3)cc2)c1

(continued)
FXIIa inh 1536	Wee1 stabilizer	FXIa inh 1536	p97 inhibitor	Rad51 HR inh	MDM2 E3 inh	14-3-3 Bad inh	eIF4E-4G inh	hK5 inh	structure
17.1	1.2	9.7	-3.0	2.9	-6.0	-3.2[fluorescence artefact?]	-5.0	-19.7	CCOC(=O)c1ccc(N=C2C(=S)N(c3ccc(C(=O)OCC)cc3)C(=N)N2/N=C/c2ccccc2)cc1
17.0	-1.4	7.9	-8.0	-9.3	-27.4	-6.1	7.0	-13.8	CC(C)CCn1c(CN2CCN(Cc3ccccc3)CC2)nc2c1c(=O)n(C)c(=O)n2C
4.0	9.6*	1.0	9.6	22.8	2.0	-4.8	-0.1	-3.6	Cc1cc(C)cc(NC(=O)N2c3ccccc3NC(=O)CC2C)c1 (stereo not drawn)
12.7	-1.1	0.5	3.6	2.1	-17.7	-23.8	-8.1	-6.2	CCN1C(=O)/C(=C\N2CCOCC2)SC1=S
20.0	-1.1	2.0	-1.0	-0.7	-10.5	-10.8[fluorescence artefact?]	-2.6[fluorescence artefact?]	-5.9	O=C1CCCC(=NCc2ccco2)C1
5.5	3.7	5.2	1.4	-4.4	0.3	-9.5[fluorescence artefact?]	-3.6[fluorescence artefact?]	-18.1	Cc1nn(Cc2ccccc2)c(C)c1/C=N/NC(=O)c1cccnc1
5.0	5.3	2.1	3.0	-5.4	-12.6	-0.3	4.0	-26.0	CC1=C(C(=O)Nc2ccc(C)cc2)C(c2ccc(N(C)C)cc2)NC(=O)N1 (stereo not drawn)
20.4	-2.3	3.5	2.2	-5.3	-13.5	-8.4[fluorescence artefact?]	-12.2	-1.5	O=C1CCN(S(=O)(=O)c2ccc(Cl)cc2)N1
-2.9	-2.1	-9.0	-1.0	·	-9.1	40.5	6.0	-7.6	CCCCNC(=S)N1CCN(Cc2ccc3c(c2)OCO3)CC1
6.2	-3.2	-5.3	7.0	-2.0	-20.2	-8.7	-13.2	0.3	CCOc1cc(CNCCO)cc(Br)c1OCc1cccs1

Random draw from the library (roughly 3.5% active in at least one column).
